Apaf1 inhib: inhibitors of human Apaf-1 apoptosome. reconstituted apoptosome caspase-3 activity, DEVD-Rh110 fluorescence. inhibition, % at 20 µM. 0.71% of 330,000 active. AID 489030; active = inhibition of at least 40% at 20 µM;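 also: plate controls were DMSO wells for no effect and DEVD-CHO caspase inhibitor wells for full effect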
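Material: reconstituted apoptosome with Apaf-1, cytochrome c, caspase-9, procaspase-3, dATP / Buffer or medium: pH 7.5 Hepes buffer with CHAPS, BSA, DTT / Also added: cytochrome c with DEVD-Rh110 / Schedule: compound with Apaf-1, dATP, procaspase-3 30 min, then 50 min reaction, room temperature / Technique: rhodamine 110 fluorescence at Ex 480/Em 540 nm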
Jurkat NFkB inh: inhibitors of the PMA/ionomycin-induced NF-kB reporter in Jurkat cells; PMA/ionomycin-induced NF-kB luciferase reporter, luminescence; inhibition, % at 4 µM; 0.53% of 330,000 active
697 NFkB inh: lowers PMA/ionomycin-induced NF-kB signal in 697 B cells; 697 B-cell NF-kB luciferase reporter, 16 h; inhibition, % at 4 µM; 0.33% of 330,000 active; AID 435022; in the data active = inhibition above about 35%
EBI2 antag: antagonists of human EBI2 receptor; 0.81% of 360,000 active; EBI2 beta-arrestin recruitment, luminescence, 7a,25-OHC stimulated; inhibition, % at 5 µM; in the data active = inhibition above about 38%;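 also: enzyme fragment complementation signal reports receptor beta-arrestin coupling in cells; 0% = agonist plus DMSO wells and 100% = wells without agonist; some results beyond the cut were filed as inactive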
Target sequence (P32249 whole entry, looked up, the tested form may be a part): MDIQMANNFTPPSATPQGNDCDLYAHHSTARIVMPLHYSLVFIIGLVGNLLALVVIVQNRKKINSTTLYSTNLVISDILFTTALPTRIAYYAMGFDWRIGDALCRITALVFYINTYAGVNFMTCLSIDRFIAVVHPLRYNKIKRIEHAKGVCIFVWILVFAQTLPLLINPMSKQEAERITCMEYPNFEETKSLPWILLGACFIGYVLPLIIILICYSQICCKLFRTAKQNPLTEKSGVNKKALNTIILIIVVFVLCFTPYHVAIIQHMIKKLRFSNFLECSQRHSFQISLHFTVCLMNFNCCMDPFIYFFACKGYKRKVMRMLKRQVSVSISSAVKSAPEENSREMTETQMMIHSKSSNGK
SENP8 block: SENP8 protease inhibition | purified SENP8, Z-RLRGG-aminoluciferin cleavage, luminescence | inhibition, % at 10 µM | 1.2% of 330,000 active | Q96LD8 | AID 2540
Target sequence (Q96LD8 whole entry, looked up): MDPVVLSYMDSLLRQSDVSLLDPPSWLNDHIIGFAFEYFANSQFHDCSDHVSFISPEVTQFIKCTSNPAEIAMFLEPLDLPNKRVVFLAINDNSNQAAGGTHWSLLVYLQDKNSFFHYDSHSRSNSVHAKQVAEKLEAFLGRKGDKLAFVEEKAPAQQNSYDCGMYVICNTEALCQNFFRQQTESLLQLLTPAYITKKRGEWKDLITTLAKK
CCR6 antag: blocks CCL20-driven beta-arrestin recruitment at human CCR6; P51684; CHO-K1 CCR6 PathHunter beta-arrestin, luminescence, CCL20-stimulated; AID 493098; 0.49% of 340,000 active; inhibition, % at 20 µM;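 active = compounds whose inhibition of the agonist-driven luminescence signal at 20 µM reaches about 50%, limit read from the data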;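 also: cells stimulated with CCL20 at 14 nM final; plate controls were DMSO with CCL20 for no effect and DMSO without agonist for full effect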
Target sequence (P51684 whole entry, looked up): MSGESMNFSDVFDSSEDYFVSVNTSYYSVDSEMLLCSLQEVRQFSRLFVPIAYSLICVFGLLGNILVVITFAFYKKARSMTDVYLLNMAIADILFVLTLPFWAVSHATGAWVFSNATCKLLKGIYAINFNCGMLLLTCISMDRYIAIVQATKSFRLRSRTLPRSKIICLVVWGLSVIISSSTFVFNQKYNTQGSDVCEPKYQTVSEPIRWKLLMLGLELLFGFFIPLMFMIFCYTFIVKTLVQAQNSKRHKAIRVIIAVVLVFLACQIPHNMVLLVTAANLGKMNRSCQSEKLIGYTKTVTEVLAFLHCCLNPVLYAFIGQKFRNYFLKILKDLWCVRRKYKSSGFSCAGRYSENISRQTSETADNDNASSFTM
Gli-Sufu antag: blocks Gli-Sufu signaling in a luciferase reporter; Sufu-KO-LIGHT fibroblasts, Gli luciferase reporter luminescence; inhibition, % at 5 µM; 0.74% of 340,000 active;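 active = inhibition above about 55%, limit read from the data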;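 also: 0% = DMSO-treated cells and 100% = wells with medium but no cells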
UBC13 polyUb: blocks human UBC13 polyubiquitin chain formation. P61088. 0.47% of 330,000 active. AID 485273. TR-FRET. inhibition, % at 20 µM; in the data active = inhibition above about 45%, passing the limit was not always enough
* hit, by the source's call; x = no result given; & = joins results of further samples. Rule as the data show it, unless noted: active = inhibition above about 50%; inactive = the rest. An excerpt; count on the stated rates, not on these rows.

SMILES	Apaf1 inhib	Jurkat NFkB inh	697 NFkB inh	EBI2 antag	SENP8 block	CCR6 antag	Gli-Sufu antag	UBC13 polyUb
Cc1cc(C)n2nc(C(=O)OCC(=O)Nc3ccc(C)c(F)c3)nc2n1	-5	-7	1	5	-2	4	-2	4
O=C1OCc2cccc([N+](=O)[O-])c21	0	-32	-46	-8	-5	1	0	-8
COc1ccc(CCN2C(=O)NC(NS(=O)(=O)c3ccccc3)(C(F)(F)F)C2=O)cc1OC (stereo not given)	6	12	16	-5	-1	0	-13	2
COC(=O)CNC(=O)c1ccccc1	13	-14	-16	-2	1	17	-16	-1
c1ccc(CCC2=NCCn3cccc32)cc1	-19	9	-3	5&-24	-5	13&15	5&7	-4
COc1ccc(N=C(C)c2sc3ccccc3c2O)cc1	-7	-212	-233	6	74*	15	-103	6
NS(=O)(=O)c1ccc(CCNC(=O)CNC(=O)COc2ccccc2)cc1	-2	-1	-9	-14	-8	6	7	-5
CCCCn1c(=O)c(C(=O)OCC)c(O)c2ccccc21	6	-11	4	-4	5	5	1	3
CCc1nnc(NC(=O)CSc2nc3cccnc3n2Cc2ccccc2)s1	4	-15	-7	13	-4	-1	3	-5
O=C1CN(S(=O)(=O)c2cccc(Cl)c2Cl)CCN1	5	9	2	-4	1	-3	-5	6
COc1cccc(C(=O)Cn2c(=N)n(C)c3ccccc32)c1	0	-98	-304	4	43	24	-111	16
Cc1[nH][nH]c(=O)c1N=Nc1ccccc1C#N	8	-14	5	x	-1	x	x	-40
Cc1ccccc1NS(=O)(=O)c1ccc(OCC(=O)N2CCCCC2)cc1	-2	9	2	-3	-3	10	7	2
COc1cccc(CN2CCc3ccc(NC(=O)CCc4ccc(C)cc4)cc3C2)c1O	9	28	1	19	-6	7	-25	2
COc1cc(NC(=O)c2ccccc2)c(OC)cc1NC(C)=O	1	7	22	0	1	-4	-3	4
Cn1cc(C(=O)c2cccc(Cl)c2)cc1C#N	-2	-6	8	-13	-9	14	-4	9
Cc1ccc(C2Nc3cccc4cccc(c34)N2)cc1	12	8	-42	4	9	13	12	-32
O=C(NCCCn1ccnc1)C(=O)NCC(c1cccnc1)N1CCN(c2ccc(F)cc2)CC1 (stereo not given)	13	3	23	-5	-2	3	-2	0
NC(=O)CNC(=O)c1cccc(Cl)c1	-6	12	4	-3	2	-4	0	6
O=C1CCCN1CCCNS(=O)(=O)c1ccc(Br)cc1	-5	-2	12	-9	5	8	-14	7
Cc1ccc(N2C(=O)[C@@H]3[C@H](C2=O)C2c4ccccc4C=CN2[C@@H]3C(=O)c2ccco2)c(C)c1 (stereo not given in full)	87*	14	-10	3	42	22	0	-27
Cc1cc(Cl)ccc1OCC(=O)NC(=S)Nc1ccccc1N1CCOCC1	1	4	-8	29	-8	2	9	-8
O=C(Nc1ccccc1C(=O)NCc1cccnc1)c1ccco1	-5	-4	19	4	3	-8	-6	2
FC(F)(F)c1cnc(Oc2ccccc2-c2nnco2)c(Cl)c1	6	0	2	-6	-10	0	9	-2
C#CCn1c(O)c(N=NC(=O)CNC(=O)/C=C/c2ccccc2)c2ccccc21	-2	14	-1	12	-6	8	25	-7
Cc1cc(C(=O)COC(=O)Cc2n[nH]c(=O)c3ccccc23)c(C)n1-c1ccc2c(c1)OCCO2	2	9	-16	11	-4	41	35	6
Cc1cccc(NC(=S)N(CCN(C)C)C(C)c2ccccn2)c1 (stereo not given)	7	-29	5	-7	-11	-1	-18	-6
O=C(NC1CCCCC1)N1CCN(Cc2ccco2)CC1	1	3	1	-3	-9	5	-7	-17
CC(C)CCNC(=O)C1CCCCN1S(=O)(=O)c1ccc(F)cc1 (stereo not given)	4	-4	2	9	-5	-16	0	5
O=C1OC(/C(=C\NCc2ccccc2)[N+](=O)[O-])c2ccccc21 (stereo not given)	-7	2	-10	5	3	11	-4	-2

Some of the entries so far, with two lines to a compound.
Sequence of screens – Apaf1 inhib | Jurkat NFkB inh | 697 NFkB inh | EBI2 antag | SENP8 block | CCR6 antag | Gli-Sufu antag | UBC13 polyUb
> Cc1cc(C(=O)COC(=O)Cc2n[nH]c(=O)c3ccccc23)c(C)n1-c1ccc2c(c1)OCCO2
→ 2 | 9 | -16 | 11 | -4 | 41 | 35 | 6
> CC(C)CCNC(=O)C1CCCCN1S(=O)(=O)c1ccc(F)cc1 (stereo not given)
→ 4 | -4 | 2 | 9 | -5 | -16 | 0 | 5

(more compounds)
SMILES	Apaf1 inhib	Jurkat NFkB inh	697 NFkB inh	EBI2 antag	SENP8 block	CCR6 antag	Gli-Sufu antag	UBC13 polyUb
CSCCC(NC(=O)c1ccc([N+](=O)[O-])cc1Cl)C(=O)OC1CCCCC1=O (stereo not given)	-4	-1	-6	0	-3	5	-13	5
O=C(NCc1ccccc1)C(=O)NCC1OCCCN1S(=O)(=O)c1cccs1 (stereo not given)	5	9	-4	0	0	1	-9	1
Cc1cc(O)c(C(=O)/C=C/c2ccc(C(C)C)cc2)c(=O)o1	23	-27	-20	0	1	8	-27	-4
CCOC(CNC(=O)CN1C(=O)COc2ccc(S(=O)(=O)N3CC(C)CC(C)C3)cc21)OCC (stereo not given)	-4	3	17	-5	5	-6	7	2
CCN1CCN(c2ccc(S(=O)(=O)N3CCOCC3)cc2NC(=O)c2ccc(Cl)s2)CC1	24	13	-6	-2	-5	4	12	17
Cc1cc(C(=O)NN=C2CCCC2)c2ccccc2n1	2	-30	-17	5	-4	7	-8	-9
COc1cc(/C=N/NC(=O)CCN2CCN(C)CC2)cc2c1OCO2	-11	11	5	-4	0	4	-10	-3
Cc1cc(C(=O)Nc2ncc(C)s2)c2ccccc2n1	1	-12	8	6	0	-3	6	-11
Cc1ccc(C2NC(=O)NC(O)(C(F)(F)F)C2C(=O)c2ccccc2)o1 (stereo not given)	8	-8	4	-8	5	0	-13	-7
CCOC(=O)c1sc(NC(=O)c2sccc2C)cc1C	4	-192	-253	17	97*	-6	-170	3
COc1cc(C(=O)Nc2ccc(C(N)=O)cc2)c([N+](=O)[O-])cc1OC	4	-7	-8	3	-10	2	15	-12
COc1ccc(C(=O)c2c[nH]c(C(=O)NCc3cccs3)c2)cc1	-16	10	13	7	-3	12	-15	-2
Cc1nonc1NC(=O)OC1CCCCC1	2	-1	14	-4	-5	-15	6	-10
O=C(NNC(=S)NCC1CCCO1)c1cc(Br)ccc1Cl (stereo not given)	13	1	-17	-4	2	22	0	-3
O=C1c2cccnc2C(=O)N1Cc1ccc(S(=O)(=O)NCc2ccco2)cc1	-2	4	-7	0	-5	17	-2	1
CNC(=O)NNC(=O)c1csc(Cc2c(Cl)sc3ccc(Cl)cc23)n1	-15	7	1	8	-7	-6	-3	-3
C/C=C(\C)CN1CCC(n2nccc2NC(=O)c2ccc(OC)cc2)CC1	13	-9	-17	4	-8	-3	19	-4
O=C(C1CCCN1S(=O)(=O)c1cccc2cccnc12)N1CCn2c1nc1ccccc12 (stereo not given)	-7	8	12	7	11	-3	-5	5
CC1=C(C#N)C(NC(=O)c2ccc(Cl)cc2)(C(F)(F)F)C(=O)N1 (stereo not given)	-4	-4	6	-2	-9	10	-20	18
CCOC(=O)c1sc(NC(=O)c2ccoc2C)c(C(N)=O)c1C	13	1	-2	-5	6	2	-10	8
CSc1ccccc1NC(=O)CN(C)Cc1cc(=O)n2ccsc2n1	-6	-2	-12	-2	-3	-4	-25	0
Cc1cc(C)c(NC(=O)COC(=O)Cc2ccsc2)c(C)c1	-1	-10	-9	-10	5	9	-9	3
CC(=O)c1ccc(OCc2cc(C(=O)NCCn3nc(C)cc3C)no2)cc1	9	-25	-11	5	5	19	-6	-3
CCN(CCCNc1ncnc2nc[nH]c12)c1cccc(C)c1	10	11	-11	-11	-3	0	5	4
CN(C)C(=O)CSc1nc2ccc(N3C(=O)c4ccccc4C3=O)cc2s1	8	-13	-22	4	-8	5	2	-8
CC(=O)Nc1nc(C(=O)Nc2c(C)n[nH]c2C)cs1	-15	7	20	0	3	-5	5	2
COc1ccc(NC(=O)CN(C)S(=O)(=O)c2ccc3c(c2)OCCO3)c2ncccc12	19	-2	-2	19	6	4	-1	1
Cc1nn(CCC(=O)O)c(C)c1C	-14	9	-4	-6	-11	-5	-3	1
Cc1c(N2C(=O)/C(=C/C3CC=CCC3)SC2=S)c(=O)n(-c2ccccc2)n1C (stereo not given)	5	15	6	18	-1	15	9	5
CC1=NNC(=O)C1CCC(=O)N/N=C\c1ccccc1[N+](=O)[O-] (stereo not given)	-11	-4	0	-16	-6	-8	0	2

Entries shown so far with a cyano group:
SMILES	Apaf1 inhib	Jurkat NFkB inh	697 NFkB inh	EBI2 antag	SENP8 block	CCR6 antag	Gli-Sufu antag	UBC13 polyUb
Cc1[nH][nH]c(=O)c1N=Nc1ccccc1C#N	8	-14	5	x	-1	x	x	-40
Cn1cc(C(=O)c2cccc(Cl)c2)cc1C#N	-2	-6	8	-13	-9	14	-4	9
CC1=C(C#N)C(NC(=O)c2ccc(Cl)cc2)(C(F)(F)F)C(=O)N1 (stereo not given)	-4	-4	6	-2	-9	10	-20	18

The listing continues.
SMILES	Apaf1 inhib	Jurkat NFkB inh	697 NFkB inh	EBI2 antag	SENP8 block	CCR6 antag	Gli-Sufu antag	UBC13 polyUb
COC(=O)c1[nH]c2cc(OC)ccc2c1NC(=O)CCN1CCN(c2ccccc2)CC1	-2	11	10	7	-2	9	8	-7
Cc1ccc(N2CCC(N3CCN(C4CCCCC4)C(CCO)C3)CC2)cc1 (stereo not given)	-17	-3	13	-3	-5	-2	15	2
COc1ccc(C(=O)Nc2ccc(S(=O)(=O)N3CCCC3)cc2)c(OC)c1	-9	-2	-5	4	4	6	-4	10
COCCNC(=O)c1cccc2c1-c1ccccc1C2=O	1	-25	-17	0	9	-2	6	-5
Cc1cccc(Cl)c1NC(=O)N1CCCN(c2ncccc2[N+](=O)[O-])CC1	-10	7	10	-5	-6	3	-1	0
Cn1c(CNC(=O)c2ccco2)nnc1SCC(=O)Nc1ccc(Cl)cc1	-4	-2	18	3	-7	1	97*	-14
NC(=S)N(c1ccccc1)c1ccccc1	-2	-13	7	-7	9	6	2	1
COc1cccc(NC(=O)CN(C)C(=O)c2c(C)noc2C)c1	-4	6	20	5	6	1	-6	4
O=C(CCn1nnc2ccccc21)Nc1nnc(COc2ccc(F)cc2)s1	-3	2	-12	2	2	2	2	0
COC(=O)C(F)(F)Sc1c(C)[nH]c2ccccc12	3	0	-2	-14	-7	-1	8	0
O=c1nc(N/N=C/c2ccccn2)cn[nH]1	1	7	-50	-6	2	-6	67*	-5
COC(=O)/C=C1\NC(=O)C(C)S1 (stereo not given)	-2	6	14	5	5	-22	2	11
O=C(COc1cccnc1[N+](=O)[O-])Nc1ccc(Cl)cc1F	3	0	8	-3	1	8	-20	9
Cc1ccc([C@@H]2CC=C(C(=O)O)[C@H](c3ccc(Br)cc3)N2S(=O)(=O)c2ccc(C)cc2)cc1	15	3	12	3	10	-1	1	-17
CCCCOC(=O)c1ccc(NC(=O)c2c(OC)cccc2OC)cc1	-8	-3	8	16	0	11	-8	10
CCn1c(SCC(=O)Nc2nnc(C)s2)nnc1-c1ccncc1	-14	-2	3	-6	-1	-1	-7	-7
O=C1CCCc2ccccc2N1	5	5	11	-9	-4	14	4	-10
COc1cc(C(c2nnnn2C2CCCC2)N2CCc3ccccc3C2)ccc1O (stereo not given)	-5	8	-4	-3	-3	25	2	3
COc1ccc(NC(=O)c2ccc3c(SCC(=O)O)c4c(nc3c2)CCCC4)cc1Cl	29	-9	12	x	-6	x	x	-16
Cc1cc(C)n(CCC(=O)N/N=C/c2ccc(O)cc2O)n1	-9	2	-6	-8	2	10	-2	-16
COc1ccccc1/C=C/CN1CCNC(=O)C1CC(=O)NCCc1cnccn1 (stereo not given)	-3	-1	3	-9	-1	-2	0	-7
COCCNc1nc(C(C)(C)C)nc2c1nnn2Cc1ccccc1Cl	14	-1	-7	14	-3	3	6	3
CS(=O)(=O)c1ccc(Cl)c(NC(=O)COC(=O)c2ccc(-n3cnnn3)cc2)c1	-2	-4	-10	0	-5	2	-16	4
CSCCC(NC(=O)c1ccco1)C(=O)Nc1ccc(C)c(S(=O)(=O)N2CCOCC2)c1 (stereo not given)	3	12	14	-8	-4	3	-7	-6
Cn1c(NCc2cc(Br)ccc2O)nc2ccccc21	8	-35	-12	-6	-11	2	-1	22

Bioassay records (PubChem)
